Bioassay records deposited in PubChem by National Center for Advancing Translational Sciences (NCATS).
GLP-1R agonist = GLP-1 receptor (human) agonism; P43220; HEK293 GLP-1R CRE-luciferase, luminescence, 4-6 h; cells express a hypersensitive GLP-1R form; Potency, µM (titrated, usually from 45.6 µM), for inactives: at the highest dose activation, actives largely listed as activators; 380,000 tested, 0.007% active; further: potency means the concentration at half of the fitted maximal effect; % of control where 0% means no effect
Target sequence (P43220 whole entry, looked up): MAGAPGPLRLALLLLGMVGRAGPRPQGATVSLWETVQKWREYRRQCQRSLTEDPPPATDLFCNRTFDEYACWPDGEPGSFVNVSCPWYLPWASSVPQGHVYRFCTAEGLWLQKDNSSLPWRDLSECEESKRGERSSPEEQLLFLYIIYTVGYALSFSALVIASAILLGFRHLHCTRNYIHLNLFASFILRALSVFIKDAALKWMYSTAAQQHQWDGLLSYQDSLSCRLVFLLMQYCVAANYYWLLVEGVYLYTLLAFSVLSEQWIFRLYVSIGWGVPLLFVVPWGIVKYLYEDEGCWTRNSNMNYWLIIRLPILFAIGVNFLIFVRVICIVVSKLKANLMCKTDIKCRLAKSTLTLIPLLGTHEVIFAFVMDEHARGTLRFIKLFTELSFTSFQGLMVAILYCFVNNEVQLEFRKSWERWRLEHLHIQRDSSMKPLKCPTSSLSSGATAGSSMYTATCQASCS
Akt phos inh = inhibitors of Akt phosphorylation; Neuro2A IGF-stimulated pAkt S473 HTRF, 20 min; hits give low values; activity change, % for hits at 50 µM; 360,000 tested, 0.32% active; AID 651550; in the data active means activity change below about -80%; inconclusive means mostly about -51% to -80%; further: on the % scale 0 is the no-effect control and ±100 the full control effect
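Single-point screen (50 µM final compound) in Neuro2A cells stimulated 20 min with 6 nM IGF at 37 deg C. After lysis, Ser473-phosphorylated Akt read by HTRF (ex 330 nm, em 615/665 nm) as the 665/615 ratio.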
TDP-43 yeast inh = inhibitors of TDP-43 toxicity in yeast. TDP-43 expressing yeast growth rescue, BacTiter-Glo, 24 h. Potency, µM (highest dose often 46.1 µM), without a hit: at the top dose growth rescue (activation), usual class: activators. 410,000 tested, 1.8% active. AID 652104; further: potency means the concentration at half of the fitted maximal effect; % of control where 0% means no effect; nearly all actives have a fitted effect of over 50% in size
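Luminescence from BacTiter-Glo reports growth of TDP-43-expressing yeast after 24 hr at 30 deg C with compound. Cells were raffinose-pregrown to mid-log, then seeded in galactose medium at OD600=0.02.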
FUS yeast rescue = rescues growth of FUS-expressing yeast; AID 1347120; Potency, µM (titrated, usually from 76.6 µM), inactives show at the top dose growth rescue (activation), most hits filed as activators; S. cerevisiae FUS-expressing, growth rescue, OD600, 24 h; 390,000 tested, 0.24% active;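 further: potency means the concentration at half of the fitted maximal effect; plate controls were DMSO vehicle for no effect and reference control for full effect; nearly all actives have a fitted effect of over 55% in size; some results filed as inactive show a strong effect at the top dose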
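Compound concentration series was pinned onto galactose-induced FUS-expressing yeast seeded at OD 0.005. Plates sat 24hr at 30C; absorbance at 600 nm gave growth. DMSO served as background control.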
PTHR1 ag = activates the human parathyroid hormone receptor PTHR1; HEK293 GP2 PTHR1 cells, GloSensor cAMP luminescence, 1 h; 410,000 tested, 0.075% active; Q03431; Potency, µM (highest dose often 115 µM), without a hit: at the top dose activation, most hits filed as activators; further: potency means the concentration at half of the fitted maximal effect; nearly all actives have a fitted effect of over 55% in size; some results filed as inactive show a strong effect at the top dose; inactives centre near -15; many of its hits are not listed in these tables
Target sequence (Q03431 whole entry, looked up): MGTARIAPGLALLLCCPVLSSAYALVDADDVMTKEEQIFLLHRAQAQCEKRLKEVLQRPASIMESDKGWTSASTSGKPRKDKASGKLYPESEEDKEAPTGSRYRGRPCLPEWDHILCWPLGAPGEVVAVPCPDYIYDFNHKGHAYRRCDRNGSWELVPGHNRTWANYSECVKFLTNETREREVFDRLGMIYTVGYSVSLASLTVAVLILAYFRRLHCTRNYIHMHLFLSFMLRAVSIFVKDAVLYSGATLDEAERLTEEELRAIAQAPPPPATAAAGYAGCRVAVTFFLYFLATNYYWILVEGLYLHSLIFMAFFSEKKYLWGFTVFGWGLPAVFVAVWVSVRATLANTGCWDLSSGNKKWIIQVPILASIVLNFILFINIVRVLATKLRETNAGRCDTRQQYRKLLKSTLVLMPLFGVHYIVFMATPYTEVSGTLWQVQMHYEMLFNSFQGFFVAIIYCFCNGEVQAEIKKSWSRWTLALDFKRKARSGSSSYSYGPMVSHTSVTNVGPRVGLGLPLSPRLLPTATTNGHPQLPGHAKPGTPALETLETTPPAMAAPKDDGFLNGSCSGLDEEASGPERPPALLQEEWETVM
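HEK-293-derived GP2 cells expressing PTHR1 and a GloSensor cAMP reporter, 3,000/well, plated overnight, given luciferin plus IBMX (each 0.5 mM as added) for 1 h at 37 °C, then compound for 1 h at 37 °C. Luminescence was read after 15 min at room temperature.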
DRD3 antagonist = D3 dopamine receptor (human) antagonism. P35462. max response, negative = inhibition, %. 360,000 tested, 2.5% active. AID 652054. D3R cells, DiscoveRx beta-arrestin luminescence, antagonist mode; hits give low values; in the data active means max response below about -50%; inconclusive means no clear call, values can overlap the other calls; further: on the % scale 0 is the no-effect control and ±100 the full control effect; mostly tested at two doses, the higher about 12 µM
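Cells expressing the human receptor were seeded at 1500 cells/well, incubated overnight at 37 degrees C in 5% CO2, then exposed to library compounds with dopamine controls for 90 minutes at 37 degrees C before luminescent detection.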
GLP1R inv ag = GLP-1 receptor (human) inverse agonism. Potency, µM (doses to about 38.3 µM), inactives show top-dose activity change, negative = inhibition, most hits filed as inhibitors. 410,000 tested, 1.6% active. P43220. HEK293 GLP-1R CRE-luciferase, luminescence, 24 h; GLP-1R form is constitutively active; further: potency means the concentration at half of the fitted maximal effect; on the % scale 0 is the no-effect control and ±100 the full control effect; nearly all actives have a fitted effect of over 55% in size
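HEK293 cells stably co-expressing a cAMP-responsive luciferase reporter and constitutively active GLP-1R were seeded, incubated 12 h, then exposed to compounds for 24 h at 37 C. Luminescence was read 12 min after detection reagent; inverse agonists lower signal.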
Abeta yeast res = compounds reversing amyloid beta toxicity in yeast; Potency, µM (highest dose often 46.1 µM), without a hit: at the top dose growth rescue, hits mostly activators; yeast expressing A-beta42, growth rescue, OD600, 48 h; response scale: 0% DMSO, 100% iron-clioquinol control; AID 1347071; 410,000 tested, 0.063% active; further: potency means the concentration at half of the fitted maximal effect; nearly all actives have a fitted effect of over 55% in size
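Growth rescue measured by 600 nm absorbance after 48 h yeast culture at 30 C with compound. Values normalized between DMSO and an equimolar ferric chloride plus clioquinol control.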
aSyn yeast inh = rescues yeast growth from alpha-synuclein toxicity. 370,000 tested, 0.14% active. Yeast expressing alpha-synuclein, growth rescue, BacTiter-Glo, 24 h. Potency, µM (highest dose often 46.1 µM), without a hit: at the top dose growth rescue (activation), actives largely listed as activators; further: potency means the concentration at half of the fitted maximal effect; % of control where 0% means no effect; nearly all actives have a fitted effect of over 65% in size
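Galactose-induced alpha-syn yeast (OD600=0.02, raffinose-pregrown) + pinned cpd, 24 hr, 30 deg C; growth by BacTiter-Glo luminescence. Growth restoration scores as activation.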
The depositor's hits bear a star; i = inactive; ? = inconclusive; nt = not tested or not shown; & = joins results of further samples; [ ] = remark or other dose. Unless noted, the call rests on the fitted dose curve; in most records, active means well fitted curve in the direction sought with a large enough effect; inconclusive means small, poorly fitted or top-dose-only effect, or another doubt; inactive means no such curve, though single readings can be large; an effect the other way counts as inactive or inconclusive. This is a subset (hit frequency here may not be typical).

1: CCOC(=O)CC(=O)CSc1nc2ccccc2c(=O)n1-c1ccc(C(=O)NCCOC)cc1
2: O=C(O)C1CCc2nc(NCc3ccccc3)nc(NCc3ccccc3)c2C1 (stereo unspecified)
3: CCc1nn2c(=O)cc(COC(=O)c3cccc(NC(=O)COc4ccccc4F)c3)nc2s1
4: CCN(CCn1cccn1)C(=O)c1cccc(OC2CCN(S(C)(=O)=O)CC2)c1
5: COc1ccc(NC(=O)c2c(NC(=O)Cc3ccccc3)sc3c2CCCC3)cc1
6: CCC(CC)C(=O)N(C)c1c(C)nc2c(OCc3ccccc3C)cccn12
7: C=CCn1c(SCC(=O)Nc2ncc(Cc3ccc(C)c(Cl)c3)s2)nnc1-c1ccncc1
8: CCOc1nsc(OCC)n1
Screen / compound no.	1	2	3	4	5	6	7	8
GLP-1R agonist	11%	8%	nt	-6%	nt	-4%	6%	5%
Akt phos inh	i	i	nt	i	nt	i	i	i
TDP-43 yeast inh	14%&13%	-2%	-8%	20%	-1%	-3%	-8%	-2%
FUS yeast rescue	45%&30%	7%	?	-1%	7%	1%	20%	13%
PTHR1 ag	-14%[57.5 µM]	i	14%	i	5%	-32%[inhibitor]	i	3%
DRD3 antagonist	20	2	nt	8	nt	-14	11	0
GLP1R inv ag	13%&0%	8%	8%	8%	14%	?	23%	6%
Abeta yeast res	-8%&-2%	5%	-29%	-2%	-10%	11%	-3%	-3%
aSyn yeast inh	-2%	0%	nt	9%	0%	18%	-8%	0%

9: Cc1c(/C=N/O)sc2ccccc12
10: COC(=O)[C@]1(C)N[C@H](c2ccc(-c3cccc(Cl)c3)c(OC)c2)[C@@H]2C(=O)N(C)C(=O)[C@@H]21
11: Cc1onc(-c2ccc(Cl)cc2)c1-c1ccnn1S(=O)(=O)c1cccc(C(F)(F)F)c1
12: CCNC(=O)/C(C#N)=C/c1c(N2CCN(C)CC2)nc2c(C)cccn2c1=O
13: CC(=O)Nc1ccc(NC(=O)C2CC(=O)N(c3ccc(Cl)cc3)C2)cc1 (stereo unspecified)
14: COc1cccc(/C=N/Nc2ncc(C(F)(F)F)cc2Cl)c1O
15: CC(=O)c1ccc(NC(=O)CC(C)S(=O)(=O)c2ccc3c(c2)CCN3C(C)=O)cc1 (stereo unspecified)
16: Nc1ccc(C(=O)OCCCc2nc3ccccc3[nH]2)cc1
Screen / compound no.	9	10	11	12	13	14	15	16
GLP-1R agonist	15%	-3%	9%	4%	-2%	-1%	-5%	0%
Akt phos inh	i	i	i	i	i	i	i	i
TDP-43 yeast inh	-12%	0%	2%	10%	-21%	-82%[inhibitor]	-6%	-9%
FUS yeast rescue	-3%	34%	-3%	0%	16%	1%	10%	32%
PTHR1 ag	i	-13%	-16%	i	i	-20%	i	i
DRD3 antagonist	-20	21	-13	2	2	28	5	-10
GLP1R inv ag	18%	-10%	?	15%	9%	?	37%[activator]	4%
Abeta yeast res	-1%	-1%	-18%	-13%	-2%	-56%[inhibitor]	-5%	2%
aSyn yeast inh	12%	0%	-5%	2%	-5%	?	-6%	-4%

Part of the list above, set out differently.
item | Compound | GLP-1R agonist | Akt phos inh | TDP-43 yeast inh | FUS yeast rescue | PTHR1 ag | DRD3 antagonist | GLP1R inv ag | Abeta yeast res | aSyn yeast inh
9 | Cc1c(/C=N/O)sc2ccccc12 | 15% | i | -12% | -3% | i | -20 | 18% | -1% | 12%
10 | COC(=O)[C@]1(C)N[C@H](c2ccc(-c3cccc(Cl)c3)c(OC)c2)[C@@H]2C(=O)N(C)C(=O)[C@@H]21 | -3% | i | 0% | 34% | -13% | 21 | -10% | -1% | 0%
11 | Cc1onc(-c2ccc(Cl)cc2)c1-c1ccnn1S(=O)(=O)c1cccc(C(F)(F)F)c1 | 9% | i | 2% | -3% | -16% | -13 | ? | -18% | -5%
12 | CCNC(=O)/C(C#N)=C/c1c(N2CCN(C)CC2)nc2c(C)cccn2c1=O | 4% | i | 10% | 0% | i | 2 | 15% | -13% | 2%
13 | CC(=O)Nc1ccc(NC(=O)C2CC(=O)N(c3ccc(Cl)cc3)C2)cc1 (stereo unspecified) | -2% | i | -21% | 16% | i | 2 | 9% | -2% | -5%

New compounds follow
17: Cc1ccc(N(Cc2cc3ccccc3[nH]c2=O)C(=O)c2cccs2)cc1C
18: O=C(c1ccc(NS(=O)(=O)c2cccc(F)c2)cc1)N1CCCC1
19: COCCCNCC(O)COc1ccccc1F (stereo unspecified)
20: Cc1ccc(NC(=O)c2ncn(CCCNCCCc3ccccc3)n2)cc1C
21: Cc1ccc(-c2cc(C(F)(F)F)n3nc(C(=O)NCCCn4ccnc4)cc3n2)cc1C
22: O=C(CCCCC(=O)NCCc1ccccc1)NCCc1ccccc1
23: CC(=O)Nc1ccc(NC(=O)COc2ccc(Cl)cc2Cl)cc1
24: CC(NC(=O)CSc1nc(C2CC2)n(-c2ccccc2)n1)c1ccco1 (stereo unspecified)
Screen / compound no.	17	18	19	20	21	22	23	24
GLP-1R agonist	7%	-1%	4%	6%	5%	-2%	6%	3%
Akt phos inh	i	i	i	i	i	i	i	i
TDP-43 yeast inh	2%	10%	5%	20%	-17%	4%	7%	17%
FUS yeast rescue	-3%	7%	7%	5%	27%	-1%	19%	nt
PTHR1 ag	-26%	i	i	-20%	i	-10%	i	-47%[inhibitor]
DRD3 antagonist	8	1	7	-17	27	1	-25	32
GLP1R inv ag	-32%	23%	0%[0.307 µM]	?	-9%	24%	-8%	-25%
Abeta yeast res	1%	9%	19%	3%	-10%	-3%	4%	1%
aSyn yeast inh	-1%	7%	-1%	-7%	1%	0%	0%	3%

25: CCOC(=O)/C(=N/Nc1ccc(Br)cc1)N1CC(C)OC(C)C1 (stereo unspecified)
26: COc1ccc(C)cc1NC(=O)CN1C(=O)c2cccc3cccc1c23
27: CC(C)(C)C(=O)Nc1nc2c(c(=O)[nH]1)CCCC2
28: CC(C)Oc1ccc(C(=O)Nc2c3c(nn2-c2ccccc2)CS(=O)(=O)C3)cc1
29: COC1CCCN(C(=O)c2ccc3oc(Cc4ccc(Cl)cc4)nc3c2)C1 (stereo unspecified)
30: CCn1nc(C(=O)N[C@@H](CCSC)c2nc3ccccc3[nH]2)c2ccccc2c1=O
31: Cc1ccc(-c2nnc(Sc3nc4ccccc4o3)c3ccccc23)cc1
32: CC(C)Cn1c(-c2ccc(S(=O)(=O)N3CCCC3)cc2)csc1=Nc1ccccc1
Screen / compound no.	25	26	27	28	29	30	31	32
GLP-1R agonist	14%	-7%	3%	-8%	4%	?	0%	nt
Akt phos inh	i	i	i	i	i	i	i	nt
TDP-43 yeast inh	17%	?	-7%	16%	23%	-7%	-3%	8%
FUS yeast rescue	-3%	31%	-3%	nt	9%	6%	18%	?
PTHR1 ag	-12%	-4%	i	i	-13%	i	?	-15%
DRD3 antagonist	5	-17	1	10	4	22	?	nt
GLP1R inv ag	2.5µM*	1%	5%	3%	-23%	90%[activator]	-20%	?
Abeta yeast res	-40%[inhibitor]	14%	-5%	-3%	6%	-22%	1%	-31%
aSyn yeast inh	25%	-2%	1%	2%	-1%	0%	5%	nt

33: N#C/C(=C\c1cccc(NC(=O)c2ccccc2Cl)c1)C(=O)NCCc1ccccc1
34: Cc1onc(-c2ccccc2)c1C(=O)Nc1ccc(S(=O)(=O)N2CCOCC2)cc1
35: CCOC(=O)C1=CN(Cc2ccco2)S(=O)(=O)NC1c1ccc(Br)cc1F (stereo unspecified)
36: O=C1NCC(c2ccccc2)(c2ccccc2)C(=O)N1
37: CC(C)(C)C1CCC(=NNc2ccc(S(N)(=O)=O)cc2[N+](=O)[O-])CC1 (stereo unspecified)
38: O=C(N/N=C\c1cccnc1)C1c2ccccc2Oc2ccccc21
39: O=C(CNC(=O)[C@@H]1Cc2ccccc2CN1)NC1CCCC1
40: Cc1cc(C)c2nc3sc(=Cc4ccc(-c5ccccc5C(=O)O)o4)c(=O)n3c2c1
41: O=c1c(-c2ccccc2)nc2ccccc2n1C(CCc1ccccc1)c1nc2ccccc2[nH]1 (stereo unspecified)
Screen / compound no.	33	34	35	36	37	38	39	40	41
GLP-1R agonist	-5%	10%	6%	-3%	-6%	8%	-9%	-5%	nt
Akt phos inh	i	i	i	i	i	i	i	i	i
TDP-43 yeast inh	?	-23%	20%	5%	-16%	11%	16%	12%	25%
FUS yeast rescue	45%	25%	24%	nt	12%	-3%	-19%	-1%	?
PTHR1 ag	-45%[inhibitor]	i	-6%	-21%	i	-41%[inhibitor]	-2%	-43%[inhibitor]	0%
DRD3 antagonist	-25	-27	7	9	-4	-9	3	-23	6
GLP1R inv ag	?	0%	?	-5%	?	-4%	4%	34%[activator]	10µM*
Abeta yeast res	?	4%	2%	-5%	6%	9%	nt	-5%	24%
aSyn yeast inh	-66%[inhibitor]	-18%	3%	5%	1%	7%	0%	14%	6%
